Screening results from PubChem.
Pf growth 96h: inhibits malaria parasite growth, 96 h; P. falciparum luciferase reporter growth, 96 h; Potency, µM (series often up to 28.7 µM), for inactives: top-dose activity change, negative = inhibition, hits mostly inhibitors; hit rate 6.9% among 320,000; also: potency is read from the fitted curve at half-maximal effect; % is scaled to controls: 0 for no effect and ±100 for the full control effect
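Erythrocytes infected with luciferase-expressing P. falciparum were dispensed at 2% hematocrit and 0.05% parasitemia (final), then incubated with compounds 96 hours at 37 C in 5% CO2. Luminescence after detection reagent addition reported growth.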
Shiga toxin inh: Shiga toxin inhibition; Vero cells, Shiga toxin protein synthesis inhibition reporter; inhibition, % at 38.7 µM; hit rate 9.2% among 290,000; in the data active = inhibition mostly above about 28%, no sharp cut-off; inactive = mostly below about 43%; also: 0% is about no effect
HCV inhibitor: inhibitors of hepatitis C virus infection; Huh7.5.1 HCVcc-Cre infection, luciferase reporter, 44 h; Potency, µM (titrated, usually from 41.8 µM), for inactives: top-dose activity change, negative = inhibition, most hits filed as inhibitors; hit rate 3.4% among 340,000; AID 651820; also: potency is read from the fitted curve at half-maximal effect; % is scaled to controls: 0 for no effect and ±100 for the full control effect
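A cell-based infection assay in which seeded cells (1,000 per well) receive test compound after 4 h, are inoculated with HCVcc-Cre at approximately 0.5 moi, and are incubated 44 h before luminescence detection.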
Pf growth 48h: inhibits P. falciparum growth in the first generation, 48 h. AID 504832. Potency, µM (highest dose often 28.7 µM), without a hit: at the highest dose activity change, negative = inhibition, most hits filed as inhibitors. P. falciparum luciferase growth in erythrocytes, 48 h. hit rate 5.9% among 310,000; also: potency is read from the fitted curve at half-maximal effect; % is scaled to controls: 0 for no effect and ±100 for the full control effect
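Luciferase-expressing parasites in RBCs, 2% Hct / 0.1% parasitemia final; RPMI 1640 + 0.5% Albumax; 37 C, 5% CO2, one generation; luminescence read-out, lower signal = inhibition.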
FBPA Giardia inh: inhibitors of Giardia lamblia fructose-1,6-bisphosphate aldolase; purified Giardia FBPA; Potency, µM (series often up to 59.6 µM), for the others: at the highest dose activity, negative = inhibition, actives largely listed as inhibitors; hit rate 0.71% among 290,000; AID 2451; also: potency is read from the fitted curve at half-maximal effect; % is scaled to controls: 0 for no effect and ±100 for the full control effect; nearly all actives have a fitted effect of over 55% in size
Target sequence (A8B2U2 whole entry, looked up): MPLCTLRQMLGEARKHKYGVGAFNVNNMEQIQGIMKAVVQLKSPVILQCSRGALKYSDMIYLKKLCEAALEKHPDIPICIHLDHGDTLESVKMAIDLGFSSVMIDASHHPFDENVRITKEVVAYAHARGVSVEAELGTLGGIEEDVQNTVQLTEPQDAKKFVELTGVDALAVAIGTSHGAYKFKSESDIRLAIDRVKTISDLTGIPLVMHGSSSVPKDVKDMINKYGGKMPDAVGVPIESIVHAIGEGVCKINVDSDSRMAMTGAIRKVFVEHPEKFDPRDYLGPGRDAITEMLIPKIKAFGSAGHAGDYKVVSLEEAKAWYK
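40 nM FBPA preincubated 10 min at RT with compound (up to 57.5 uM final), then substrate plus GAPDH/TPI/NAD/arsenate coupling and diaphorase/resazurin added. Fluorescence read after 20 min at RT, 525/598 nm.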
Cycloheximide cs: affects cycloheximide protein synthesis inhibition readout, counter-screen; cell reporter, cycloheximide protein synthesis inhibition counterscreen; max response, %; hit rate 12% among 300,000; in the data active = max response mostly above about 13%, no sharp cut-off; inactive = mostly below about 14%; also: read at 38.3 µM for the half of the compounds with a filed dose; 0% is about no effect
Active calls of the source: *; ? = inconclusive; . = not tested or not shown; [ ] = dose if it differs, or a comment. Unless noted, calls follow the shape of the dose curve; as a rule, active = well fitted curve in the direction sought with a large enough effect; inconclusive = small, poorly fitted or top-dose-only effect, or another doubt; inactive = no such curve, though single readings can be large; an effect the other way counts as inactive or inconclusive. Rows were taken by chance; overall some 24% were active at least once.

SMILES	Pf growth 96h	Shiga toxin inh	HCV inhibitor	Pf growth 48h	FBPA Giardia inh	Cycloheximide cs
COc1ccc(C(=O)C2(C)N(O)C(C)C(c3cccs3)=[N+]2[O-])cc1 (configuration not stated)	-1%	-7	8%	5%	-1%	-3
O=C(CN(C(=O)c1csnn1)c1cccc2c1CCCC2)NCc1ccccc1	1%	-10	-8%	-16%	-6%	9
O=C(NC(=S)NNC(=O)c1ccccc1O)c1ccc(F)cc1	-28%	.	-11%	-16%	?	6
C=CCn1c(C)nnc1SCC(=O)c1[nH]c(C)c(C(C)=O)c1C	?	2	-26%	?	-6%	-4
COc1ccc(/C=N\Nc2ccccn2)c(OC)c1	6%	43	5%	123%[activator]	18%	39*
Cc1cc(C(=O)COC(=O)C2=NNC(=O)CC2)c(C)n1-c1ccc(OC(F)F)cc1	?	12	9%	.	-7%	14
O=C(NCCC1=CCCCC1)C1CCN(S(=O)(=O)c2ccc(Br)s2)CC1	?	2	-22%	?	0%	8
COc1cccc(NC(=O)CSCc2n[nH]c(=O)[nH]2)c1	.	-12	4%	3%	-12%	-2
COc1ccc(OC)c(S(=O)(=O)Nc2ccc3c(c2)N(C(C)=O)CCC3)c1	-2%	.	-3%	3%	.	.
C/C(=N\NC(=S)Nc1ccccc1C)c1ccc(O)cc1	?	43	-19%	0%	-19%	13*
CC(=O)c1cc2c(cc1NC(=O)c1cccc(S(=O)(=O)N3CCN(C)CC3)c1)OCO2	15%	-12	-3%	4%	-3%	-1
CCCn1nnnc1SCC(=O)NCc1ccccc1	-14%	-4	12%	18%	-1%	-3
Cc1ccc(S(=O)(=O)Nc2nc3ccc(S(=O)(=O)N4CCCC4)cc3s2)cc1	-49%	-8	0%	?	?	-1
COC(=O)CSc1nnc(-c2cccc(NC(=O)c3ccc(C)cc3)c2)n1C	24%	12	3%	-17%	16%	19
COC(C(=O)N/N=C(\C)c1ccc(C(C)(C)C)cc1)c1ccccc1 (configuration not stated)	?	-5	?	31%[activator]	4%	1
COc1ccc(CN2CCNC(=O)C2CC(=O)NCCc2c[nH]c3ccccc23)c(OC)c1 (configuration not stated)	?	2	21%	?	-10%	5
O=C(CN1C(=O)c2ccccc2S1(=O)=O)c1ccc(F)cc1	475%[activator]	-12	9%	53%[activator]	4%	-6
COc1ccc(CNC(=O)c2ccc(NC(=O)C3=CSCCO3)cc2)cc1	?	71*	6%	20%	.	28*
CCOCC(=O)Nc1ccccc1C(=O)O	11%	3	-2%	19%	-2%	1
C=CCOC(=O)CC(NC(=O)c1ccccc1)c1ccccc1 (configuration not stated)	-24%	-14	?	4%	1%	-7
Cc1nc2sc3c(c2c(=O)n1/N=C/c1ccco1)CCCC3	?	-20	?	5%	7%	16
COC(=O)c1c(NC(C)=O)sc(C(=O)Nc2ccccc2F)c1C	41%[activator]	13	?	50%[activator]	1%	7
CCOc1ccccc1C(=O)Oc1ccc2ccc(=O)oc2c1	?	-10	7%	20%	0%	-1
CCCCC(CC)CNC(=O)c1cccs1 (configuration not stated)	4.7µM*	31	13%	5.2µM*	6%	5
COc1nc(Oc2ccc(=O)[nH]n2)nc(N2CCOCC2)n1	8%	2	-1%	8%	1%	-2

Filtered by structure: the compounds so far containing fluorine
SMILES	Pf growth 96h	Shiga toxin inh	HCV inhibitor	Pf growth 48h	FBPA Giardia inh	Cycloheximide cs
O=C(NC(=S)NNC(=O)c1ccccc1O)c1ccc(F)cc1	-28%	.	-11%	-16%	?	6
Cc1cc(C(=O)COC(=O)C2=NNC(=O)CC2)c(C)n1-c1ccc(OC(F)F)cc1	?	12	9%	.	-7%	14
O=C(CN1C(=O)c2ccccc2S1(=O)=O)c1ccc(F)cc1	475%[activator]	-12	9%	53%[activator]	4%	-6
COC(=O)c1c(NC(C)=O)sc(C(=O)Nc2ccccc2F)c1C	41%[activator]	13	?	50%[activator]	1%	7

Later entries
SMILES	Pf growth 96h	Shiga toxin inh	HCV inhibitor	Pf growth 48h	FBPA Giardia inh	Cycloheximide cs
C1=C(CCNC2=NCCCCC2)CCCC1	-28%	22	15%	-21%	29%	18
Cc1ccccc1S(=O)(=O)c1c(C)cc(C)n(CC(C)C)c1=O	?	-13	0%	.	7%	-1
CC(=O)N/C(=C\c1ccccc1)C(=O)OC/C=C/c1ccccc1	21%	-25	-5%	7%	.	-3
CC(NC(=O)c1ccco1)c1nc(-c2ccc(Cl)cc2)no1 (configuration not stated)	?	-9	-14%	0%	-2%	7
C=CCNC(=O)C1CC2Cn3c(nc4ccccc43)C2N1C (configuration not stated)	17%	-3	49%[activator]	-2%	-2%	-4
CCOc1cc(Br)c(CN2C(=O)NC3(CCCCCC3)C2=O)cc1OCC	?	17	10%	-24%	-14%	11
COc1cc(SC)ccc1C(=O)OC(C)C(=O)NC1CCCC1 (configuration not stated)	3%	13	-12%	-3%	-3%	5
CC1CC(=O)Nc2ccccc2N1C(=O)CN1CCN(c2ccccc2)CC1 (configuration not stated)	-8%	12	18%	-4%	4%	6
Cc1cc(=O)oc2cc(OCC(=O)OCC(=O)NC(C)C)ccc12	20%	15	22%	18%	-1%	2
O=C(NC(Oc1ccccc1)C(Cl)(Cl)Cl)c1ccccc1 (configuration not stated)	?	-11	0%	81%[activator]	0%	4
COC(=O)N/N=C/c1cccs1	?	22	10%	30%[activator]	0%	-1
COc1ccc(C(=O)N/N=C(/C)c2cccc(NC(=O)c3ccncc3)c2)cc1OC	?	2	-25%	-2%	.	3
COc1cc(OC)cc(C(C)=O)c1	112%[activator]	-10	-15%	2%	0%	-1
O=C(c1cccn2c(=O)c3cc(Cl)ccc3nc12)N1CCN(Cc2ccc3c(c2)OCO3)CC1	-4%	-6	14%	?	-10%	2
CC1Oc2ccccc2N(Cc2cccnc2)C1=O (configuration not stated)	2%	21	.	-11%	8%	-2
CN(CC(=O)Nc1cccc(F)c1)C(=O)CCN1C(=O)C2CC=CCC2C1=O (configuration not stated)	0%	.	-4%	5%	.	.
COc1cccc(C(=O)OCc2cc(=O)oc3c(C)c(C)ccc23)c1OC	34%	4	?	4%	5%	-3
O=C(NCc1ccc(F)cc1)C(=O)NCC1OCCN1S(=O)(=O)c1ccc2c(c1)OCCO2 (configuration not stated)	-11%	-7	5%	0%	4%	2
CCOC(=O)N1CCN(Cc2nc(C3CC3)no2)CC1	15%	28	5%	65%[activator]	5%	-2
CCN1CCN(CCCNC(=O)Cn2nc(C)n3nc(-c4ccccc4)cc3c2=O)CC1	?	0	-16%	20%	-12%	-7
CN1N=C(C(=O)N2CCc3c([nH]c4ccccc34)C2c2c(F)cccc2Cl)CCC1=O (configuration not stated)	?	43	7%	?	-1%	17
CCCOc1ccc(C2CC(=O)NC2=O)cc1 (configuration not stated)	43%[activator]	24	10%	10%	0%	-4
O=C(CN1CCOCC1)Nc1nc(-c2ccccc2Cl)cs1	0%	0	-22%	-9%	-8%	-1
NC12CC3CC(C1)CC(CO)(C3)O2	8.3µM*	-8	-4%	0%	-4%	-6
Cc1ccc(-c2nnc(N3CCC(C)CC3)c3ccccc23)cc1	?	16	?	?	3%	10

(next part)
SMILES	Pf growth 96h	Shiga toxin inh	HCV inhibitor	Pf growth 48h	FBPA Giardia inh	Cycloheximide cs
O=C(CCN1C(=O)C2CC=CCC2C1=O)Nc1nc(-c2ccc(F)c(F)c2)cs1 (configuration not stated)	?	.	3%	?	.	.
CNC(=O)COC(=O)C1CCN(S(=O)(=O)c2ccc3c(c2)OCCO3)CC1	-24%	.	10%	-7%	.	.
CC(=O)C(=O)O	.	16	.	.	-18%	-3
CCOCCn1ccc2c(OCC(=O)Nc3ccccc3OC)cccc2c1=O	?	.	?	?	.	.
Cc1ccc(Oc2ccc(/C=N/O)cn2)cc1	223%[activator]	91*	-5%	173%[activator]	9%	41*
COc1cc(C=C(C(C)=O)C(C)=O)ccc1O	?	-3	5%	.	-18%	-2
Cc1nn(S(=O)(=O)c2cccc([N+](=O)[O-])c2)c(C)c1S(=O)(=O)N1CCOCC1	?	-6	10%	15%	-18%	12
O=C1C=CC(=O)N1Nc1ccc(Br)cc1	-3%	12	2%	7%	5%	1
C=CCOc1ccc(/C=C2\SC(=S)N(NS(=O)(=O)c3ccccc3)C2=O)cc1	2%	-7	10%	16%	?	-5
c1ccc2cc(CSCc3nc4ccccc4[nH]3)ccc2c1	?	38	?	13µM*	-2%	-1
N#CC1=C(N)OC2=C(CCc3ccccc32)C1c1ccccc1 (configuration not stated)	27%	-6	?	12µM*	-10%	12
CC(O)[C@H]1CNC(=O)C(=O)N1CCCCC1CCCCC1 (some centres not stated)	11%	-4	11%	-12%	-6%	-5
O=C(N/C(=C/c1cccs1)C(=O)N1CCOCC1)c1ccco1	47%[activator]	11	13%	12%	-5%	-2
COc1ccc(Br)cc1/C=N/n1c(C)nnc1C	28%	-4	-26%	1%	0%	-1
CC(=O)Cn1c(=O)oc2ccccc21	14%	-12	10%	17%	0%	-3
CC1CN(S(=O)(=O)c2cccc(C(F)(F)F)c2)CN1C(=O)N1CCOCC1 (configuration not stated)	-13%	30	0%	29%	7%	-6
O=C(c1cccc(F)c1)N1CCCC(C(=O)N2CCCC2)C1 (configuration not stated)	-20%	18	-6%	-6%	-5%[12.9 µM]	6
COc1ccc(CNC(=O)COC(=O)c2cccnc2Nc2cccc(C(F)(F)F)c2)cc1	9%	-13	-7%	.	0%	1
CCOC(=O)N1CCN(c2cc(=O)n(-c3cccc(C)c3)c(=O)[nH]2)CC1	0%	-3	0%	1%	-10%	-7
Cc1ccc(S(=O)(=O)NC(C)CCc2ccccc2)cc1C(N)=O (configuration not stated)	?	13	?	8%	21%	-4
O=C1ON=C(c2cccc([N+](=O)[O-])c2)/C1=C/c1ccc(O)cc1	1%	-14	11%	12%	?	-12
COc1ccccc1-c1coc2cc(OC(=O)/C=C/c3ccccc3)ccc2c1=O	?	-5	31%[activator]	38%[activator]	2%	-4
CC(C)CCNC1=NCCCCC1	19%	-13	20%	3%	.	3
COc1ccc(Cn2c(C)cc3c(c2=O)C(c2cccs2)C(C#N)=C(N)O3)cc1OC (configuration not stated)	.	-12	-14%	?	-1%	-4
Cc1ccc(NC(/C=C/N(C)C)=C/C(=O)C(F)(F)F)c(C)c1	?	-3	-22%	?	-4%	-4

The list goes on:
SMILES	Pf growth 96h	Shiga toxin inh	HCV inhibitor	Pf growth 48h	FBPA Giardia inh	Cycloheximide cs
CCc1ccccc1-n1cnc2cc(C(=O)O)ccc21	?	-11	9%	14%	17%	-2
O=C(COC(=O)c1ccc(NS(=O)(=O)c2ccc(Br)s2)cc1)NC1CCCC1	33%[activator]	-5	5%	3%	24%	13
Cc1ccc(NC(=O)CSc2nnc(-c3ccco3)o2)c(C)c1	17%	20	10%	20%	-4%	0
Fc1ccc(CN2CCCN(C(=S)Nc3ccc(F)cc3)CC2)cc1	-13%	3	10%	-17%	1%	-2
CCCC(=O)Nc1c2c(nn1-c1cccc(Cl)c1)CS(=O)(=O)C2	18%	10	15%	24%	2%	14
CN1CCN(S(=O)(=O)c2cc([N+](=O)[O-])ccc2N2CCCCCC2)CC1	?	-11	-2%	-2%	-2%	-2
CCN(CC)C(=O)CSc1nnc(COc2ccccc2)n1CC	.	-19	2%	-17%	0%	-1
CCn1c(SCC(=O)Nc2ccc(C(C)=O)cc2)nc2ccccc21	.	107*	-19%	63%[activator]	-6%	42*
COc1ccc(N/C(N)=N/c2nc(CSc3nnc(C)s3)cc(=O)[nH]2)cc1	51%[activator]	23	-9%	-14%	-1%	-5

Of the compounds above, three have a CF3 group:
SMILES	Pf growth 96h	Shiga toxin inh	HCV inhibitor	Pf growth 48h	FBPA Giardia inh	Cycloheximide cs
CC1CN(S(=O)(=O)c2cccc(C(F)(F)F)c2)CN1C(=O)N1CCOCC1 (configuration not stated)	-13%	30	0%	29%	7%	-6
COc1ccc(CNC(=O)COC(=O)c2cccnc2Nc2cccc(C(F)(F)F)c2)cc1	9%	-13	-7%	.	0%	1
Cc1ccc(NC(/C=C/N(C)C)=C/C(=O)C(F)(F)F)c(C)c1	?	-3	-22%	?	-4%	-4
